PRMT1 inh – inhibitors of human PRMT1; inhibition, % at 2.79 µM; Q99873; 1.3% of 370,000 active; recombinant PRMT1, activity-based probe fluorescence polarization;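 active = inhibition above about 21% made by adding two undisclosed values, limit read from the data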
rCAG RNA binder – binds r(CAG) RNA repeats; AID 651821; 1.3% of 370,000 active; r(CAG) RNA repeat, TO-PRO-1 dye displacement fluorescence; inhibition, % at 3 µM;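 active = inhibition above the plate cutoff, the mean of all test compounds on that plate plus 3 SD, cut at about 35% in these data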;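 also: 0% = DMSO alone and 100% = 100 µM mitoxantrone as full dye displacement; higher means more dye released from RNA so lower well fluorescence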
MBD2 DNA inh – blocks human MBD2 binding to methylated DNA. Q9UBB5. TR-FRET, MBD2 binding to methylated oligonucleotide. inhibition, % at 4.4 µM. 0.31% of 370,000 active; in the data active = inhibition above about 13%
UHRF1 MBD2 ctr – UHRF1 methyl-DNA binding inhibition. Q96T88. AID 687016. UHRF1 binding to methylated oligo, TR-FRET. 0.75% of 370,000 active. inhibition, % at 4.4 µM; in the data active = inhibition above about 21%;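 also: UHRF1 SRA domain binding a hemimethylated CpG hairpin DNA probe; 0% = median of test compound wells and 100% = reference inhibitor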
TCR-CD3 inh – blocks the human TCR-CD3 interaction; AID 651800; TAMRA-labeled TCR probe fluorescence, biochemical; 0.37% of 360,000 active; inhibition, % at 9.4 µM; in the data active = inhibition above about 19%;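 also: recombinant mutant TCR 2C K166C tagged with TAMRA read by polarization; 0% = receptor in buffer alone and 100% = receptor with positive control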
PG9 Ab binder – small molecules binding HIV-1 gp120 antibody PG9 | 0.43% of 360,000 active | inhibition, % at 6.7 µM | AID 624416 | TR-FRET gp120-PG9 antibody binding; in the data active = inhibition above about 8.5%
ABHD4 inh – inhibitors of mouse ABHD4. purified mABHD4, FP-Rh probe fluorescence polarization. inhibition, % at 8.92 µM. 0.54% of 370,000 active. AID 720543;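 active = inhibition exceeding the mean over every tested compound plus 3 SD, cut at about 30% in these data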;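 also: 0% = plate median of compound wells and 100% = S159A mutant with DMSO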
Target sequence (Q8VD66 whole entry, looked up): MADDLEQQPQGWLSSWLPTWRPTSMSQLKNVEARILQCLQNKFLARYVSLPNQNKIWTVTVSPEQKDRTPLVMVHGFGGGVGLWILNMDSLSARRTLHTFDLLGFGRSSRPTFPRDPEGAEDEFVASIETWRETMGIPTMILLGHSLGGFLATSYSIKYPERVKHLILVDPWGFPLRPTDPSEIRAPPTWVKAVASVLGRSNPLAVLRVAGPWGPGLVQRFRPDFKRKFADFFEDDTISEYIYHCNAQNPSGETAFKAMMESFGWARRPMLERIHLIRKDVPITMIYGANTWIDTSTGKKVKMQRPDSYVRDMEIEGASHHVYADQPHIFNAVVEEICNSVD
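Test system: mABHD4 protein; Read-out basis: % inhibition; Incubation: 45 min + 60 min at 25 °C; Repeats: single replicate; Technique: fluorescence polarization with parallel and perpendicular emission, 525/598 nm; Compound: 8.92 µM, single dose; Benchmarks: full inhibition S159A mutant plus DMSO, zero as sample-well median.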
HTRA1 inhibitor – inhibitors of human serine peptidase HTRA1. Q92743. recombinant HTRA1, FP-rhodamine activity-based probe, fluorescence polarization. inhibition, % at 5.96 µM. 0.5% of 340,000 active. AID 504803; in the data active = inhibition above about 36%;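 also: 0% = enzyme with DMSO and 100% = wells lacking enzyme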
Target sequence (Q92743 whole entry, looked up): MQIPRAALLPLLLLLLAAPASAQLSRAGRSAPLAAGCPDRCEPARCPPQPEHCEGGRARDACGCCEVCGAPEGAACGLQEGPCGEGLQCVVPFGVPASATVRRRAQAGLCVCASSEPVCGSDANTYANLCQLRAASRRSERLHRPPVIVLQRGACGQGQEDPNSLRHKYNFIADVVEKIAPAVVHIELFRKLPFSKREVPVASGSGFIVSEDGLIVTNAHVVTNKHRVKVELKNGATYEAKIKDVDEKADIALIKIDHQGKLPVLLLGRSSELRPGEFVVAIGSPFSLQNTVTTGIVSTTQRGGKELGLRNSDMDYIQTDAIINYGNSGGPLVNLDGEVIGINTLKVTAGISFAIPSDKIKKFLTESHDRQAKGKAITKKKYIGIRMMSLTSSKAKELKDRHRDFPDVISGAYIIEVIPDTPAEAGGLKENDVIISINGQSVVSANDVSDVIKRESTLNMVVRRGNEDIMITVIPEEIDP
NR1D1 modulator – modulates human Rev-erb alpha binding to DNA; 0.79% of 370,000 active; activity, % at 10 µM; AID 1259318; Rev-erbα–FITC-DNA binding, fluorescence polarization, 90 min;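 active = activity above about 14%, limit read from the data; passing the limit was not always enough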;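 also: 0% = DMSO wells with 35 nM protein and 100% = DMSO wells with 750 nM protein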
LEDGF integ inh – blocks HIV-1 LEDGF/p75-dependent DNA integration. 0.64% of 370,000 active. inhibition, % at 3.7 µM. TR-FRET IN-LEDGF/p75 DNA integration, Eu/Cy5;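 active = inhibition above the screen-wide mean plus 3 SD, cut at about 13% in these data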;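 also: signal is the Cy5 over europium emission ratio at 671 and 618 nm; 0% = plate median of compound wells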
The depositor's hits bear a star; · = no result given. The list is partial; count on the stated rates, not on these rows.

SMILES	PRMT1 inh	rCAG RNA binder	MBD2 DNA inh	UHRF1 MBD2 ctr	TCR-CD3 inh	PG9 Ab binder	ABHD4 inh	HTRA1 inhibitor	NR1D1 modulator	LEDGF integ inh
O=C(CCC(=O)c1cccs1)OCC(=O)c1ccccc1F	3	-6	-2	0	8	0.8	6	-2	-8	2
Cc1ccc(N2CC(C(=O)OCc3ccc([N+](=O)[O-])cc3)CC2=O)cc1 (stereo not given)	-5	-7	4	0	7	1.3	-3	0	-5	11
Cc1ccc(CS/C(Nc2ccccc2C)=C(\C#N)C(N)=O)c(C)c1	-2	0	1	-2	-7	-2.5	-12	-10	2	-1
Fc1ccc(-c2csc(Nc3ccccn3)n2)cc1	-2	1	7	-1	0	-0.5	10	-5	6	1
CCn1c(SCC(=O)N(C)CCC#N)nc2cc(S(=O)(=O)N3CCOCC3)ccc21	0	-5	-6	-1	-3	1.2	-1	6	-6	-2
COCCNC(=O)c1ccccc1-c1nc(-c2ccccc2Cl)no1	-2	-4	1	-1	4	-2.1	5	-4	1	0
OCCOCCn1c(C(CO)Nc2nc(-c3ccc(Cl)cc3)cs2)nc2ccccc21 (stereo not given)	5	8	5	5	-3	-0.3	-1	-5	1	-1
COC(=O)[C@]12C[C@H](CC(=O)NCc3ccccc3)C(=O)N(Cc3ccc(Cl)cc3Cl)C1=C[C@H](C(C)C)O[C@@H]2C1CC1	2	6	-1	1	·	·	-9	·	1	-5
Cc1nn(CC(N)=O)c(=O)c2ccccc12	2	5	2	-3	1	-0.2	8	7	0	0
COc1ccccc1C(=O)Nc1c(C(=O)N(CCN(C)C)Cc2ccco2)oc2ccccc12	2	-2	-6	0	-3	-0.8	1	-20	4	-4
CCOCCCNS(=O)(=O)c1ccccc1	-1	2	-3	-3	4	-2.4	7	3	-5	-2
CCCCn1c(C(C)NC(=O)CCC)nc2ccccc21 (stereo not given)	-4	1	5	0	-1	0.2	-5	-5	4	5
COc1cc2c(ccc3cc(OC)c(OC)c(O)c32)cc1O	0	28	27*	52*	39*	-0.2	6	24	-28	36*
CC(C)(C)c1cc(CCC(=O)NCC2CCCO2)cc(C(C)(C)C)c1O (stereo not given)	0	-6	0	3	-3	-0.3	-3	-2	4	3
COc1cc(OC)c(N(C)S(=O)(=O)c2cccc(C(=O)Nc3nnc(C4CC4)s3)c2)cc1Cl	-1	10	0	-1	21*	0.8	-11	-8	-1	-4
C/C=C/C(=O)OCC(=O)Nc1cc(OC)c([N+](=O)[O-])cc1C	-1	-1	-6	-2	2	-0.9	-2	-1	5	-3
CN(C)c1ccc(CNS(=O)(=O)c2ccc3c(c2)C(C)(C)C(=O)N3C)cc1	-2	3	1	-1	2	-2.0	-6	5	-4	1
CS(=O)(=O)c1ccc(N)cc1	-9	0	-4	2	3	0.9	-2	-1	8	6
COc1cc(/C=C2/C(=N)N3N=C(C)SC3=NC2=O)ccc1OS(=O)(=O)c1ccc(C)cc1	1	17	-7	-2	-9	6.0	3	-24	4	2
O=C(CSc1nccc(=O)[nH]1)N1CCc2ccccc2C1	2	0	1	-2	11	0.3	-3	6	2	-4
CC1CCCN(CCC(=O)c2ccccc2)C1 (stereo not given)	1	4	-2	0	6	-0.9	2	2	0	-3
CCOc1cc(/C=N/Nc2nncc(-c3ccccc3)n2)ccc1O	2	0	-1	-3	5	-2.7	6	3	-1	0
Cc1cc(C(F)F)nn1CC(=O)NC1C(=O)N2C(C(=O)O)=C(CSc3nnnn3C)CSC12 (stereo not given)	24*	4	-8	4	4	-2.0	4	-2	0	4
CC(C)Cn1cc(Cl)c(=O)n(CC(C)C)c1=O	-2	7	-4	-1	-3	1.3	0	-6	-1	-2
c1ccc(-c2nc3cnccn3c2Nc2ccc3c(c2)OCCO3)cc1	0	-3	-3	0	4	-3.4	-1	15	-1	0
Nc1nc(Cl)cc(NCCc2ccccc2)n1	-3	-1	0	4	0	-2.9	-1	·	3	7
O=C(CNc1cccc(F)c1)Nc1cccc(S(=O)(=O)N2CCCCC2)c1	-4	5	0	4	-2	-0.2	-2	2	1	1
O=C(On1c(-c2ccccc2)nc2ccccc2c1=O)c1ccco1	2	0	-1	1	2	-1.2	0	6	-1	2
CC(=O)c1cc2c(cc1NC(=O)Cc1c(C)noc1C)OCO2	3	3	1	-5	2	1.0	2	3	2	0
CCSc1nnc(NC(=O)C2CC2c2ccccc2)s1 (stereo not given)	3	-3	-2	1	-6	2.8	2	-3	-3	2
C/C(CC(O)c1ccc2ccccc2n1)=N/O (stereo not given)	2	-3	-4	1	6	1.2	-2	-1	-4	-4
CC(=O)c1ccc(Oc2ccc(C(=O)c3ccc(C)c(C)c3)cc2[N+](=O)[O-])cc1	-1	2	3	-1	3	0.3	9	7	3	-1
Cc1ccc(NC(=O)N(C2=NCC(C)S2)c2ccccc2)cc1 (stereo not given)	-4	1	-11	-3	10	1.6	3	1	4	1
CN(C(=O)CSc1nc2ccccc2o1)C1CCCCC1	-1	-4	3	-1	2	0.5	0	-4	-3	-2
COc1cc(OC)c(C(=O)Nc2ccc(S(=O)(=O)N3CCCCC3)cc2)cc1OC	-2	1	-2	0	1	0.6	-1	-20	-1	-3
CCN(CC)C(=O)[C@H]1CC(CC(=O)NCCc2ccccn2)C(=O)N2CCc3c([nH]c4ccc(OC)cc34)[C@]12C (stereo not given in full)	2	-1	-1	-1	-3	-0.4	6	5	-5	-1
COc1ccc2c(OC)cc(-c3ccccc3)nc2c1	-3	-1	1	-2	-1	-0.8	-12	-24	-3	-2
CCOC(=O)c1sc2cccc(Cl)c2c1N	0	0	8	7	-1	-0.3	0	-6	1	4
CC(C)n1nnnc1SCC(=O)NC1CCCC1	-7	0	3	-6	6	-0.8	0	-1	-4	4
Cc1cc(Br)ccc1OCCn1ccnc1	1	-6	5	4	-5	-3.2	9	4	4	0
Cc1nc2nc(SCc3ccccc3)nn2c(C)c1C	1	-2	3	-1	-11	-1.5	-5	3	-3	-1
O=C(c1ccccc1)N1CCN(c2ccc([N+](=O)[O-])c(NCc3ccco3)c2)CC1	4	7	-4	2	0	0.4	-3	-32	0	2
O=C(Nc1cc(C(F)(F)F)ccc1F)C1CCCC1	-4	-3	1	-3	4	1.7	1	-5	-1	-1
CC(C)NC(=O)N(C)C[C@H]1Oc2ccc(NC(=O)Nc3ccc(C(F)(F)F)cc3)cc2C(=O)N([C@H](C)CO)C[C@@H]1C	0	-1	1	-3	1	0.0	-14	-10	1	0
CCOc1ccc(-c2noc(CCC(N)=O)n2)cc1OCC	0	-5	-5	-1	4	-2.6	-8	-10	0	2
COc1cc(/C=N/NC(=O)Cc2c[nH]c3ccccc23)cc(OC)c1OC	-3	1	-4	-3	4	-0.6	-2	3	3	3
O=C1NC[C@@H](CCCCN2C[C@H](Cc3ccc(O)cc3)N(CCc3ccccc3)C(=O)C2=O)N(Cc2ccccc2)C1=O	-4	1	3	16	-4	-2.0	-1	·	-2	-3
O=C1NC[C@H](CCCCN2CCN(Cc3ccccc3)C(=O)C2=O)N(CCC2CCCCC2)C1=O	-2	0	3	-2	0	-0.4	2	·	-5	-2
COc1ccc(NC(=O)C2CCCN(c3nn4c(=O)cc(C)nc4s3)C2)cc1 (stereo not given)	2	7	3	1	-11	-3.3	2	-6	4	-4
COc1cc(C(=O)NCCc2ncccc2C)ccc1OC1CCN(C(C)=O)CC1	6	-6	0	0	-7	-1.9	0	3	1	-10
Further compounds
SMILES	PRMT1 inh	rCAG RNA binder	MBD2 DNA inh	UHRF1 MBD2 ctr	TCR-CD3 inh	PG9 Ab binder	ABHD4 inh	HTRA1 inhibitor	NR1D1 modulator	LEDGF integ inh
COc1ccc(Br)cc1/C=N/NC(=O)c1nc(-c2ccccc2)n2c1CCCCC2	-1	-3	5	-1	-7	-1.1	-3	-13	0	1
CN(C(=O)Cn1nc(C(=O)O)c2ccccc2c1=O)C1(C#N)CCCCC1	-1	0	-4	-2	5	0.5	5	1	1	8
O=C(CN1CCN(Cc2ccccc2)CC1)NCCNc1ccc([N+](=O)[O-])cn1	-2	-2	-1	3	3	-0.2	3	4	-5	-1
O=C(Nc1ccc2c(c1)OCO2)c1n[nH]c(=O)c2ccccc12	-1	15	-2	-4	13	-4.4	2	15	-6	2
CCOc1ccc(C(=O)NCC(C)C)cc1	-3	-2	-4	0	3	1.5	2	0	6	2
O=C(COc1ccccc1[N+](=O)[O-])N/N=C/c1ccc(OC(=O)c2ccco2)cc1	1	5	-8	-3	1	-3.9	-3	9	-8	1
COc1ccccc1CNC(=O)COc1cccnc1[N+](=O)[O-]	-1	-3	-5	-1	4	0.5	-1	6	0	4
C/C(=N/NC(=O)CNC(=O)c1cccnc1)c1ccc([N+](=O)[O-])cc1	-2	-2	2	1	0	0.0	7	0	-4	4
Cc1ccc(CSCCNS(=O)(=O)c2ccc(C)cc2)cc1	0	1	-1	1	-3	0.1	-12	-16	12	-4
COc1ccccc1CCc1nnc(CCC(=O)N(C)Cc2ccncc2C)o1	-1	-3	3	-1	6	-2.6	1	-2	-1	0

Compound profiles (already shown). Values in the order: PRMT1 inh	rCAG RNA binder	MBD2 DNA inh	UHRF1 MBD2 ctr	TCR-CD3 inh	PG9 Ab binder	ABHD4 inh	HTRA1 inhibitor	NR1D1 modulator	LEDGF integ inh
CN(C(=O)Cn1nc(C(=O)O)c2ccccc2c1=O)C1(C#N)CCCCC1 as listed: -1	0	-4	-2	5	0.5	5	1	1	8
COc1ccc(Br)cc1/C=N/NC(=O)c1nc(-c2ccccc2)n2c1CCCCC2 as listed: -1	-3	5	-1	-7	-1.1	-3	-13	0	1
C/C(=N/NC(=O)CNC(=O)c1cccnc1)c1ccc([N+](=O)[O-])cc1 as listed: -2	-2	2	1	0	0.0	7	0	-4	4
O=C(Nc1ccc2c(c1)OCO2)c1n[nH]c(=O)c2ccccc12 as listed: -1	15	-2	-4	13	-4.4	2	15	-6	2

(listing goes on)
SMILES	PRMT1 inh	rCAG RNA binder	MBD2 DNA inh	UHRF1 MBD2 ctr	TCR-CD3 inh	PG9 Ab binder	ABHD4 inh	HTRA1 inhibitor	NR1D1 modulator	LEDGF integ inh
O=C(CSc1cccc2cccnc12)N1CCCC1	7	-2	-8	-20	0	0.1	3	3	1	-1
O=C(CN1CCCC1)Nc1c2c(cc3c1CCC3)CCC2	-1	0	-6	-1	1	-1.7	-1	-4	-5	4
CC(Oc1cccnc1[N+](=O)[O-])C(=O)Nc1ccc(F)cc1 (stereo not given)	8	3	9	5	-8	0.9	-7	2	-8	0
CCOc1cc(C(=O)Nc2ccc3c4c(cccc24)C(=O)N3CC)cc(OCC)c1OCC	-3	-2	-3	-1	10	-7.2	2	-12	-5	-2
CN(NS(=O)(=O)c1ccc(F)cc1)c1ncc(C(F)(F)F)cc1Cl	-4	-5	-6	-3	1	-3.0	2	·	-2	-1
CC(C(=O)OCC(=O)Nc1ccc2c(c1)OCO2)N1C(=O)c2ccccc2C1=O (stereo not given)	-1	-3	34*	19	0	-1.5	10	7	4	3
Cc1ccc(N2CC(C(=O)Nc3ccc(S(=O)(=O)Nc4nccs4)cc3)CC2=O)cc1 (stereo not given)	-2	36*	4	0	-3	-2.5	-3	3	-4	2
COc1ccc(NC(=O)CSc2nnc(-c3ccccc3F)n2C2CC2)cc1S(N)(=O)=O	2	4	1	0	-9	0.0	0	-1	-5	3
Cc1ccc(-c2cc3ccccc3nc2N2CCCC2)cc1	-1	-5	-2	0	5	0.7	-1	-27	0	-3
O=C(CSc1nnc(-c2ccccc2)n1Cc1ccco1)Nc1ccccc1-c1ccccc1	13	6	-6	-1	·	·	-11	·	-5	6
Cc1ccc(S(=O)(=O)NCC(=O)N/N=C/c2ccccc2O)cc1	1	4	-4	-2	-1	1.1	0	-6	11	1
Cc1cc(C(=O)NCC2CCCO2)n(-c2ccccc2)n1 (stereo not given)	2	1	1	-3	0	-0.7	6	2	-5	1

Compound activity: PubChem BioAssay, several laboratories
